Screening data as filed in PubChem.
FID counter: compounds displacing fluorescent DNA intercalator, primary screen, artefact control for HCV NS3 helicase inhibitor project, biochemical, FID fluorescence | DNA fluorescent intercalator displacement | hit rate 0.17% among 290,000 | inhibition, % at 7.9 µM | AID 1845, 2009; in the data active means inhibition above about 37%;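 further: 0% = vehicle and 100% = reference compound; higher means more ethidium bromide displaced from hairpin DNA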
CRFBP-R2 agonist: agonists of CRF-BP/CRF-R2 complex, primary screen, cell-based, HEK293, calcium dye fluorescence, uHTS | calcium dye fluorescence (FLIPR); percent of saturating CRF peptide response | CRF-binding protein / CRF receptor 2 complex (human) | activation, % at 13.2 µM | hit rate 0.46% among 350,000;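 active means activation of at least 50%, plus an integration ratio under a set limit after plate pattern correction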;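 further: plate controls were neutral control wells without compound for no effect and CRF at EC100 for full effect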
MEKK3 PB1 HTS: modulators of MEKK3-MEK5 PB1 binding, primary screen, biochemical, wildtype MEKK3, multiplex bead flow cytometry, Alexa488-MEK5; bead-based flow cytometry, Alexa488-MEK5 binding to MEKK3; actives lie on both sides; 0 = blocked by unlabeled MEK5, 100 = vehicle; binding response (% of control), % at 10 µM; hit rate 1.4% among 290,000; AID 1529, 2009;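 active means binding response more than 3 SD above or below the average of its plate-row segment, actives on both sides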;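 further: Alexa488 bead fluorescence after subtracting the streptavidin-only scavenger bead signal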
Target sequence (Q99759 whole entry, looked up): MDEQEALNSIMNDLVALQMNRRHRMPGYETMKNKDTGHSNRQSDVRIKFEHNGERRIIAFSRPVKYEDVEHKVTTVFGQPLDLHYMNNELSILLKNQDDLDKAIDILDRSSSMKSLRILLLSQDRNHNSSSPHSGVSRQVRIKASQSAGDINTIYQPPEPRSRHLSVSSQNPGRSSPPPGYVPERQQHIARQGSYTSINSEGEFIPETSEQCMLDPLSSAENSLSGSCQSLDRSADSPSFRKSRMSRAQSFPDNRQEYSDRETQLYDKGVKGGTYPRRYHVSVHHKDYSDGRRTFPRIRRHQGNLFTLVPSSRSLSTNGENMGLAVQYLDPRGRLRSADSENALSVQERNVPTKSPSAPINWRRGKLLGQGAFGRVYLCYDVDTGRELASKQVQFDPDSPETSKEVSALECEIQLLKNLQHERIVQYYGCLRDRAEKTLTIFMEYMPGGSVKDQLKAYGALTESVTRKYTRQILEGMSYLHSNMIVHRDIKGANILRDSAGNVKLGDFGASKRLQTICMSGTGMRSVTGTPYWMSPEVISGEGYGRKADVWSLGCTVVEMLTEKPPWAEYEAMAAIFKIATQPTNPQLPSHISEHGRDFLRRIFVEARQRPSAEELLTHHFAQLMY
MEKK2wt PB1 HTS: modulators of MEK5 binding to wildtype MEKK2, primary screen, biochemical, multiplex bead flow cytometry, Alexa488-MEK5; Mitogen-activated protein kinase kinase kinase 2 (Homo sapiens), Q9Y2U5; Alexa488-MEK5 binding to MEKK2 WT; actives lie on both sides; binding response (% of control), % at 10 µM; hit rate 1.1% among 290,000; AID 1531, 2009; in the data active means binding response below about 67% or above about 130%
CRFR2-BP antag: antagonists of CRF-BP/CRF-R2 complex, primary screen, cell-based, HEK293, calcium dye fluorescence, uHTS. hit rate 0.59% among 350,000. AID 588475, 2011. inhibition, % at 11.8 µM. CRF-induced calcium fluorescence;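 active means inhibition of the ligand-induced calcium signal above about 50% at the single tested concentration, limit read from the data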
UBC9 SUMO inh: inhibitors of in vitro SUMOylation cascade, primary screen, biochemical, HTRF, uHTS. SUMO-conjugating enzyme UBC9 (Homo sapiens), P63279. HTRF SUMOylation assay, SAE1/SAE2 + UBC9. inhibition, % at 35 µM. hit rate 0.36% among 290,000. AID 2006, 2009; in the data active means inhibition above about 50%, passing the limit was not always enough; further: strong numbers were not always called active
Target sequence (P63279 whole entry, looked up): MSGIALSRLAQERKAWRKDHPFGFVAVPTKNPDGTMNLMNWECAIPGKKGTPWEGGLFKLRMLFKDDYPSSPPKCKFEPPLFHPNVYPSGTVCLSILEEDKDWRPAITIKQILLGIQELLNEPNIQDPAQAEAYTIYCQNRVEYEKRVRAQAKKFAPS
MEKK2mut PB1 HTS: MEK5 binding signal on mutant MEKK2 PB1, primary screen, biochemical, multiplex bead flow cytometry, Alexa488-MEK5 | percent response, % at 10 µM | Alexa488-MEK5 binding to MEKK2 mutant | AID 1530, 2009 | hit rate 0.35% among 290,000; in the data active means percent response above about 24%, passing the limit was not always enough; further: inactives centre near 1; some results filed as inactive read as strong as hits; reference of the scale not given here
NS3 helicase inh: inhibitors of HCV NS3 helicase, primary screen, biochemical, Cy5 molecular beacon fluorescence; AID 1800, 2009; hit rate 0.56% among 290,000; NS3 helicase DNA unwinding; inhibition, % at 10.9 µM; Hepatitis C virus NS3 helicase;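 active means inhibition above the mean of all tested compounds plus 3 SD, set per campaign, cut at about 35% in these data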;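 further: 0% = DMSO wells and 100% = thioflavine S control wells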
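Test system: hepatitis C virus NS3 helicase domain fragment enzyme. Also added: annealed dual-labelled DNA beacon duplex, ATP-started. Timing: 60 min unwinding reaction at 25 °C after ATP addition. Technique: Cy5 fluorescence. Measure: % inhibition of unwinding.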
GalR3 antag: GalR3 antagonists in HEK293 cells, primary screen, cell-based, fluorescence readout; Galanin receptor type 3 (Homo sapiens), O60755; HEK293 GalR3-CNG cAMP membrane potential fluorescence; galR3 body fused to GalR1 C-terminus; inhibition, % at 3 µM; hit rate 0.44% among 360,000; AID 651719, 2012;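 active means inhibition above the screen-wide average plus 3 SD, cut at about 13% in these data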;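 further: forskolin and galanin both at EC90 stimulate the cells; cAMP rise reported by CNG channel membrane potential dye signal; 0% = forskolin plus galanin with DMSO and 100% = forskolin alone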
Target sequence (O60755 1-299 limits assumed): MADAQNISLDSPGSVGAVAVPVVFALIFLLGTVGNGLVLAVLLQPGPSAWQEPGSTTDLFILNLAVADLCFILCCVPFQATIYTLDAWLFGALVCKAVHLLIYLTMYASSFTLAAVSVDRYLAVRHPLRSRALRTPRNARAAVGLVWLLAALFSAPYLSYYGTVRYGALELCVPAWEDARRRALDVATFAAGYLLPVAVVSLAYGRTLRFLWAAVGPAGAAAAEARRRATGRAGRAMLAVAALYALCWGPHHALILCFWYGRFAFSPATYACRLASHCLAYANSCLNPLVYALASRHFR
Starred values were filed as active, the others as inactive; nt = no result given.

SMILES	FID counter	CRFBP-R2 agonist	MEKK3 PB1 HTS	MEKK2wt PB1 HTS	CRFR2-BP antag	UBC9 SUMO inh	MEKK2mut PB1 HTS	NS3 helicase inh	GalR3 antag
COc1cc2nc(/C=C/c3cc(OC)c(OC)c(OC)c3)sc2cc1SC	-23	1.1	95	81	20	-16	0	-21	-4
O=C(CSc1ncccn1)NC(=O)Nc1ccc2c(c1)OCCO2	-5	7.2	99	90	-15	15	-9	-14	-5
CC1CC(C)CN(c2cc(=O)n(Cc3ccc(F)cc3)c(=O)[nH]2)C1 (stereo unspecified)	-10	0.8	104	102	-1	3	3	4	nt
COC(=O)CSc1nc2ccc(N)cc2s1	-6	0.5	95	101	-6	27	-1	-4	-8
CCn1ncc(Br)c1C(=O)Nc1cc(C(=O)OC)ccc1C(=O)OC	-1	1.5	101	107	7	0	8	4	-4
O=C(Nc1cccc(Br)c1)c1ccc2snnc2c1	-2	0.7	101	97	-3	-8	3	11	-2
FC(F)(F)c1ccc(-c2csc(-c3ccno3)n2)cc1	-5	-1.9	67	68	18	-12	-18	0	-5
O=C(NCc1cccnc1)C(=O)NCC(c1ccco1)N1CCN(c2ccc(F)cc2)CC1 (stereo unspecified)	-24	-1.0	98	98	-15	-2	-1	-3	-4
Brc1ccccc1OCCN1CCOCC1	-2	-2.9	102	108	8	-2	4	4	-11
COc1ccc(CNC(=O)CSc2nnnn2-c2ccccc2)cc1	-20	0.5	103	103	-1	12	6	-1	-6
COc1ccc(/C=C2\CCCc3c2nc2ccccc2c3C(=O)O)cc1OC	-12	nt	92	98	nt	33	-12	10	nt
Cn1c(-c2ccc3ccccc3n2)[n+](C)c2ccccc21	2	-1.4	92	101	14	8	-11	-6	-5
COc1ccc(SC[C@H](Cc2ccccc2)N2CCN(CCc3ccccc3)CCC2=O)cc1	nt	2.7	126	158*	-1	-13	4	nt	-4
Cc1ccc(N2CCN(S(=O)(=O)N3CCOCC3)CC2)cc1C	-9	-1.1	102	103	-4	0	5	4	-4
CS(=O)(=O)NCCNc1ncc(C(F)(F)F)cc1Cl	2	-1.7	100	98	4	11	0	8	-3
N#CC1=C(SCC(=O)Nc2ccccc2)NC(=O)CC1c1ccc(O)cc1 (stereo unspecified)	-2	-1.6	113	114	15	6	13	2	6
Cc1cccc(CCNC(=O)C2CCC(CNc3c(N4CCCC4)c(=O)c3=O)CC2)c1 (stereo unspecified)	nt	-1.3	96	103	2	7	-1	nt	-2
Cc1cc(OCC(=O)N(C)c2ccccc2)cc2c1C(=O)CC(C)(C)O2	-40	1.5	90	89	15	7	-7	-6	0
CCn1c(CN2CCN(C(c3ccccc3)c3ccccc3)CC2)nc2c1c(=O)n(C)c(=O)n2C	-44	-1.2	95	96	11	-14	-5	-13	nt
CCN(CC(=O)Nc1ccccc1C(F)(F)F)C(=O)Cc1ccccc1	-23	-1.3	99	100	2	-1	2	30	-9
CCOC(=O)N1CCN(c2nc(C(F)(F)F)nc3c(C)cc(C)cc23)CC1	1	-0.3	109	104	-14	-12	2	-1	-5
C/C=C/c1ccc(OCCCNC2CCCC2)c(OC)c1	17	-1.7	102	112	-4	-3	6	0	-5
O=C(CNC(=S)N(CCCN1CCOCC1)Cc1cccs1)NCCN1CCOCC1	1	0.5	109	103	-9	-4	-1	8	1
O=C(CSc1ncccn1)NCc1ccc2c(c1)OCO2	-10	1.4	100	98	1	71	2	-10	-9
OCCN1CCN(c2cc(-c3ccccc3)c3ccccc3n2)CC1	13	-1.6	94	101	-31	15	-2	-51	-5

Another view of some results above.
Every second line gives: FID counter | CRFBP-R2 agonist | MEKK3 PB1 HTS | MEKK2wt PB1 HTS | CRFR2-BP antag | UBC9 SUMO inh | MEKK2mut PB1 HTS | NS3 helicase inh | GalR3 antag
Cc1ccc(N2CCN(S(=O)(=O)N3CCOCC3)CC2)cc1C
→ -9 | -1.1 | 102 | 103 | -4 | 0 | 5 | 4 | -4
CS(=O)(=O)NCCNc1ncc(C(F)(F)F)cc1Cl
→ 2 | -1.7 | 100 | 98 | 4 | 11 | 0 | 8 | -3

Going on with the list:
SMILES	FID counter	CRFBP-R2 agonist	MEKK3 PB1 HTS	MEKK2wt PB1 HTS	CRFR2-BP antag	UBC9 SUMO inh	MEKK2mut PB1 HTS	NS3 helicase inh	GalR3 antag
N=c1oc2ccc(Br)cc2cc1C(=O)NC1CCCCCC1	-3	2.3	104	103	-19	-2	4	4	-3
CCN1CCN(C(=O)c2ccc(OC3CCN(CCc4ccccc4)CC3)cc2)[C@@H](C)C1=O	1	-0.5	106	111	-4	8	5	3	2
Cc1cc2ncn(N)c2cc1C	-2	-0.5	106	111	-17	8	6	-3	-2
CCOC(=O)C(=CNc1ccc(C#N)cc1)C(=O)OCC	-6	-0.7	91	93	-12	17	-5	4	-8
CCC(Nc1nc(-c2ccccc2)nc2ccccc12)C(=O)O (stereo unspecified)	-8	-1.1	94	98	10	20	4	7	-1
Cc1ccc(CC(=O)Nc2cc([N+](=O)[O-])ccc2F)cc1	-1	-1.9	101	94	11	10	-8	12	0
COC(=O)C1CCCN1C(C(=O)NC1CCCCC1)c1ccc(Cl)cc1 (stereo unspecified)	-12	-0.7	109	98	-16	-9	-3	-5	0
O=C(c1cccnc1)N(Cc1ccccc1)C1(C(=O)Nc2ccccc2)CCCCC1	-24	-0.5	87	91	-14	-6	-5	4	-6
O=C(NCCN1C(=O)S/C(=C\c2ccccc2F)C1=O)C1CCCN1C(=O)c1cccs1 (stereo unspecified)	-27	-5.8	94	104	-4	-2	-1	2	-5
C=CCN(C(=O)CCC(=O)Nc1cc(C)on1)C(C(=O)NC1CCCC1)c1ccc(CC)cc1 (stereo unspecified)	-48	-1.4	98	97	-52	-2	-4	-10	-5
CN1CCN(S(=O)(=O)c2ccc(NC(=O)c3ccccc3F)cc2)CC1	5	0.0	100	107	-3	-2	5	-11	-1
S=C(Nc1ccccc1)Nc1nc2ccccc2n1CCOc1ccc(Cl)cc1	-3	0.8	95	101	-40	-79	-12	-14	-3
Cc1ccc(S(=O)(=O)NC2=NCN(C3CCN(Cc4ccccc4)CC3)CN2)cc1	2	0.0	nt	nt	109*	24	nt	-6	-3
CC(C(=O)N1CCN(c2ccccc2F)CC1)c1ccc([N+](=O)[O-])cc1 (stereo unspecified)	-16	-0.1	105	111	18	1	1	20	-9
COc1ccc(-c2cc(-c3ccccc3)n[nH]2)c(O)c1	-6	6.6	102	98	-48	-30	-3	-18	-3
CC(=O)Nc1ccc(S(=O)(=O)N(C)CC(=O)OCCOc2cccc(C)c2)cc1	-22	-1.4	97	101	5	-1	1	-3	-2
O=C(NC(NC(=O)c1ccccc1)c1ccccc1)c1ccccc1	-5	-0.9	94	95	-1	-12	-2	18	-1
Cc1c(NC2=CC(=O)CC(C)(C)C2)c(=O)n(-c2ccccc2)n1C	2	-1.8	101	99	1	-4	-4	-1	-4
COc1ccc(C=O)cc1CN1CCCN(Cc2ccccc2F)S1(=O)=O	-22	0.2	101	101	16	8	0	-20	-7
CCOc1ccc(N(C(=O)CNC(=O)c2ccco2)C(C(=O)NCC2CCCO2)c2ccccc2)cc1 (stereo unspecified)	-34	-2.9	97	96	-7	-8	-4	12	5
Cn1c(=O)c2c(nc(OCC3COC(C)(C)O3)n2Cc2ccccc2F)n(C)c1=O (stereo unspecified)	-25	0.1	100	105	0	26	6	-1	-3
CCC1=NN(C(=O)c2ccccc2O)C(O)(c2ccccc2)C1 (stereo unspecified)	-8	-1.5	105	105	-4	15	6	16	0
COc1ccc(CNC(=O)C2CCN(S(=O)(=O)c3cccc4nonc34)CC2)cc1	-9	1.9	100	98	8	3	1	-2	-8
CN(C)c1ccc(-c2noc(-c3ccccc3O)n2)cc1	1	0.0	101	100	9	22	9	-2	2
O=[N+]([O-])c1ccc(S(=O)(=O)NCCc2cn3ccccc3n2)cc1	1	-3.8	113	103	14	7	15	5	nt

Next compounds:
SMILES	FID counter	CRFBP-R2 agonist	MEKK3 PB1 HTS	MEKK2wt PB1 HTS	CRFR2-BP antag	UBC9 SUMO inh	MEKK2mut PB1 HTS	NS3 helicase inh	GalR3 antag
CCCSc1nnc(Nc2ccccc2C)s1	-16	-0.7	102	105	3	11	3	4	-4
COc1cccc(C2/C(=C(/O)c3ccc4c(c3)OCO4)C(=O)C(=O)N2CCN2CCOCC2)c1 (stereo unspecified)	-17	2.1	99	105	8	-1	1	8	1
CCn1cc(C(=O)N[C@@H](C)C(=O)NCCCn2ccnc2)c(=O)c2cc3c(cc21)OCO3	2	2.1	98	97	0	14	0	6	-1
C=CCn1c(SCc2ccc(C#N)cc2)nnc1-c1ccc(C)cc1	-31	0.1	114	114	21	14	7	0	-5
CC(CCc1ccccc1)NC(=S)NC1CCCCC1 (stereo unspecified)	-9	1.0	96	98	12	-19	-9	-10	0
Cc1cc(=O)[nH]c(N/N=C/c2c(C)nn(-c3ccccc3)c2C)n1	-22	-0.6	100	96	-6	12	-5	-3	-3
Nn1c(SCc2ccccn2)nncc1=O	0	5.2	90	96	-11	-18	-3	1	-2
Cc1noc(C)c1COC(=O)CCCc1nc2ccccc2s1	-10	-0.8	101	108	6	4	1	5	-3
S=C(NNc1ccnc2cc(Cl)ccc12)Nc1ccccc1Cl	-2	-1.4	103	110	-60	14	2	-19	-1
Cc1nc2ccccc2c(=O)n1NC(=O)c1ccccc1[N+](=O)[O-]	4	-3.4	95	93	-1	-7	-3	-4	-5
CCCCn1c(-c2csc3c2CCC(C)C3)n[nH]c1=S (stereo unspecified)	-30	-0.9	102	103	5	-32	3	1	-6
COc1cccc(C(=O)Nc2ccc3c(c2)C(=O)N(CC2CCCO2)C3=O)c1 (stereo unspecified)	-7	0.6	96	98	-4	5	2	-3	0
COc1ccc(-c2csc(N3CCC(c4ccccc4)CC3)n2)cc1	0	1.9	99	103	1	-5	1	-3	-3
O=C1CSC(c2cccc([N+](=O)[O-])c2)N1Cc1ccccc1 (stereo unspecified)	-5	-0.5	101	102	0	3	2	2	-1
O=C(CCC1CCCC1)NCc1ccccn1	-2	0.1	95	96	11	17	-1	3	-3
O=C(CSc1nc2ccccc2[nH]1)Nc1ccc(F)cc1	-3	-1.7	101	98	-3	10	4	2	3
Cc1cccc(C)c1NC(=O)C1CCCN1C(=O)OC(C)(C)C (stereo unspecified)	0	-0.5	104	99	4	-14	-2	7	-5
COc1cc(C(C)=O)ccc1OC(=O)CN1C(=O)c2ccccc2C1=O	-13	-0.5	102	101	10	-11	-2	7	-4
O=C(Nc1nc(-c2cccc3ccccc23)cs1)c1cnccn1	-5	-1.9	100	96	-6	16	0	3	6
CC1=Nc2cc(Cl)ccc2Oc2ccccc21	-5	-2.5	101	96	-8	-4	-3	-6	-3
COc1ccc(OCC(=O)NNC(=O)c2c(-c3ccccc3Cl)noc2C)cc1	-10	-0.1	103	99	-15	12	7	5	0

An excerpt; the hit share may differ from the screen's.
